# FBW7 activator = FBW7 E3 ligase activators, primary screen, biochemical, AlphaScreen, human; F-box/WD repeat-containing protein 7 (Homo sapiens), Q969H0; AlphaScreen FBW7–phospho-cyclin E peptide binding, activator screen; normalized activity (activation), % at 26.1 µM; actives 0.13% (n = 650,000); AID 1259310, 2017; in the data active = normalized activity above about 1.9%;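 also: purified mutant Fbw7 with reduced substrate affinity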
# Target sequence (Q969H0 whole entry, looked up): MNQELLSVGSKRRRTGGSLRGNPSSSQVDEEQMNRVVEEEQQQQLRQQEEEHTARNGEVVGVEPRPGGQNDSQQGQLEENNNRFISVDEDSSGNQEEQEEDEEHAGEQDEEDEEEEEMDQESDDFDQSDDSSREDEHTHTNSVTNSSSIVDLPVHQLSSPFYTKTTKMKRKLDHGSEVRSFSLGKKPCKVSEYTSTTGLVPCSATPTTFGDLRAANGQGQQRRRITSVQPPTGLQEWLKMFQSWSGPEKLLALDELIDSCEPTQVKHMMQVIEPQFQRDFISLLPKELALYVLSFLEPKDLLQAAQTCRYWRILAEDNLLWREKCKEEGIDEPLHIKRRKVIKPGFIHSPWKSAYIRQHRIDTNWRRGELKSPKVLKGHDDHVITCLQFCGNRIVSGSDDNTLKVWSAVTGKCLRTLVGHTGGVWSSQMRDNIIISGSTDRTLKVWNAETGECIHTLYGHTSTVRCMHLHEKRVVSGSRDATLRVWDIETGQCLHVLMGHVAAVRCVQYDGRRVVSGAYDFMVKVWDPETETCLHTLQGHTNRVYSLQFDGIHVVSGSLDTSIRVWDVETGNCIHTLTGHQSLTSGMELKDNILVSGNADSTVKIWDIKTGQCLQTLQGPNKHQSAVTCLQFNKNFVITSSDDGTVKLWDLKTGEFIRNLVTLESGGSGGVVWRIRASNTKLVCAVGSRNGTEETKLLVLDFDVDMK
# MITF primary = MITF inhibitors, primary screen, biochemical, AlphaScreen, human; inhibition, % at 2.6 µM; Microphthalmia-associated transcription factor (Homo sapiens), O75030; AID 1259374, 2018; actives 0.91% (n = 650,000); AlphaScreen MITF homodimerization, bead proximity signal; in the data active = inhibition above about 50%;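 also: 0% = vehicle wells with protein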
# TEAD-YAP inh = TEAD-YAP interaction inhibition, primary screen, TEAD-YAP interaction inhibitor project, luminescence, HEK-TIYL cells | TEAD-Gal4/YAP UAS-luciferase luminescence | actives 1.4% (n = 640,000) | inhibition, % at 9.12 µM; in the data active = inhibition above about 32%;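 also: 0% = median of test compound wells and 100% = reference inhibitor wells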
# GPR151 activ = activators of human GPR151, primary screen, cell-based, PathHunter beta-arrestin, luminescence; PathHunter beta-arrestin GPR151 cells; G-protein coupled receptor 151 (Homo sapiens), Q8TDV0; actives 1% (n = 650,000); activation, % at 11.2 µM; in the data active = activation above about 4.9%;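 also: 0% = median of compound wells and 100% = cells with positive control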
# Target sequence (Q8TDV0 whole entry, looked up): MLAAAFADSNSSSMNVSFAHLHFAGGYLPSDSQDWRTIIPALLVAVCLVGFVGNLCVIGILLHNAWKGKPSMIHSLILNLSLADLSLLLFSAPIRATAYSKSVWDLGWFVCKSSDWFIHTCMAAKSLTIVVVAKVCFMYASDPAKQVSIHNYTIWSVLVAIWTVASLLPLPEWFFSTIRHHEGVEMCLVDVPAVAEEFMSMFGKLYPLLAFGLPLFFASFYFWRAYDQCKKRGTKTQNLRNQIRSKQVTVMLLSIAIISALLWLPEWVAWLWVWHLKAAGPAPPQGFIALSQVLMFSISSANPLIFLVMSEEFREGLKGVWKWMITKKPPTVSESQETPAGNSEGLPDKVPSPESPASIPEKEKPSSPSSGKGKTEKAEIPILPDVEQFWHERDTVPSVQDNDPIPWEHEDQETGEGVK
# Starred values were filed as active, the others as inactive; . = not tested or not shown.
SMILES,FBW7 activator,MITF primary,TEAD-YAP inh,GPR151 activ
Cc1ccc(-c2nc3cnccn3c2Nc2ccccc2)cc1,-0.1,-4,-18,-0.9
CC(C)c1ccccc1NC(=O)c1cccnc1,0.2,16,2,-0.3
c1ccc2c(c1)CCN2c1nc2ccccc2n2cnnc12,0.1,-3,-4,-0.7
COc1ccc(-c2cc(C(F)(F)F)n3ncc(C(=O)N4CCCCCC4)c3n2)cc1,0.1,-8,-14,-0.4
CCOc1ccccc1NC(=O)c1cc2c(=O)n3cccc(C)c3nc2n1C,0.7,18,5,-1.4
Cc1sc2nc(C3CC3)n3c(=O)n(Cc4cccnc4)nc3c2c1C,-0.1,-9,-4,0.0
NC(=O)c1ccc(NC(=O)CCn2c(=O)sc3ccccc32)cc1,-0.4,-2,-14,0.1
COc1ccccc1-n1nnc(C(=O)Nc2ccccc2SC)c1C,0.0,13,-19,-1.1
Cc1occc1C(=O)Nc1cccc(Cl)c1C,-0.1,-1,-26,-0.8
COc1ccc(/C=C/C(=O)c2ccc(C)o2)cc1OC,-0.1,20,-11,1.1
CCOc1ccccc1-n1c(N)c(C(=O)Nc2ccccc2)sc1=S,0.4,18,6,-0.4
COc1nc(N2CCOCC2)nc(N)c1[N+](=O)[O-],0.0,1,-8,-2.6
COc1ccc2c(c1)-c1c(ssc1=S)C(C)(C)N2C(=O)c1ccccc1F,-1.2,0,-13,0.9
COC(=O)CNC(=O)/C=C/c1ccc(OC)cc1,0.1,-4,-21,-0.5
Cc1cc(NC(=O)CSc2nc(NCC3CCCO3)c3ccccc3n2)n[nH]1 (centres undefined),-0.1,-7,0,-0.4
CC(Sc1nc2ccccc2s1)C(=O)N1CCOCC1 (centres undefined),0.0,-2,-34,-0.6
COc1ccc(S(=O)(=O)Nc2ccc(NC(C)=O)cc2)cc1Br,0.1,21,4,-0.4
Fc1ccccc1NC(=S)NCC1COc2ccccc2O1 (centres undefined),0.0,3,-8,0.1
CCn1c(=O)cc(OCC(=O)Nc2cc(C)on2)c2ccccc21,-0.2,3,7,-0.4
CNC(=O)c1c(NC(=O)c2ccc(OC)cc2)sc2c1CCCCC2,-0.1,-6,-13,-1.5
O=C(N1CCOCC1)N1CCC(n2nnc3cc(F)ccc32)CC1,-0.1,5,3,0.8
Cn1c(=O)c2c(nc(OCC3COC(C)(C)O3)n2Cc2ccccc2F)n(C)c1=O (centres undefined),-0.1,9,-5,1.3
O=C(Nc1ccc(I)cc1)C1CCN(C(=O)Cc2ccccc2)CC1,0.1,8,6,0.4
CCOc1ccc(/C=C2/C(=O)NC(=S)N(c3ccccc3)C2=O)cc1,0.1,4,4,-0.5
O=C(O)c1ccc(N2C(=O)c3ccc(Br)cc3C2=O)cc1O,-0.6,-3,4,-0.2
O=c1ccc2cc(S(=O)(=O)N3CCN(c4cccc(Cl)c4)CC3)ccc2[nH]1,0.1,-14,-6,-0.1
Cc1cccc(-n2c(C)c(C)n3c4c(=O)n(CC(N)=O)c(=O)n(C)c4nc23)c1,0.1,4,-8,0.0
Cc1ccc(-n2c(SCC(=O)N3CCC(C)CC3)nc3c(sc(=S)n3-c3ccc(C)c(C)c3)c2=O)cc1,0.3,16,16,-1.5
CCOc1ccc(NC(=O)CN2C(=O)NC(CC(C)C)C2=O)cc1 (centres undefined),-0.1,-5,3,0.1
Cc1cc(NS(=O)(=O)c2ccc(NC(=O)c3cccs3)cc2)no1,0.1,12,8,-0.5
CC(C)C(=O)Nc1ccc2c(c1)CCCN2C(=O)C1CC1,0.1,6,-1,0.7
C/C(N)=C(/C#N)C(=O)CSc1n[nH]c(COc2ccc(Br)cc2)n1,0.3,14,-2,-0.7
C=CCc1cccc2cc(C(=O)NCc3ccco3)c(=O)oc12,0.0,6,-20,-1.1
CCCOC(=O)c1c(NC(=O)c2c(C)c(-c3ccc(Cl)cc3Cl)nc3ccccc23)sc2c1CCC(C)C2 (centres undefined),0.3,0,2,0.2
CCOC(=O)c1sc2nc(SCC(=O)Nc3ccc(OCC)cc3)n(Cc3cccs3)c(=O)c2c1C,0.0,15,3,0.0
CC1(C)N=C(c2ccc(F)cc2)C(=O)N1CC(=O)Nc1ccc(F)c(Cl)c1,0.1,-4,2,-0.7
Cc1ccc2nc(SCC(=O)Nc3sccc3C(N)=O)[nH]c2c1,0.1,12,-19,-0.9
Cc1ccccc1N/C(SCc1ccccc1F)=C(/C#N)C(=O)NCc1cccs1,-0.1,0,-7,2.3
O=C(N/N=C/c1ccccc1O)c1cccc(C(=O)N/N=C/c2ccccc2O)n1,-0.1,-40,11,-0.5
Oc1ccccc1-c1n[nH]c(/C=C/c2ccccc2)n1,0.0,6,-71,-0.9
O=C(CSc1nc2ccccc2s1)Nc1ccc2nc(SCC(=O)Nc3ccccc3)sc2c1,0.0,-11,6,-1.1
CS(=O)(=O)N(CC(=O)Nc1ccc(F)cc1)c1ccc(Cl)cc1,1.1,3,-13,-2.6
CC1=C(C(=O)Nc2ccccc2C)C2(CCCCC2)C(C(N)=O)C(=S)N1 (centres undefined),-0.1,1,2,0.2
CCc1nc(NCc2ccccn2)c2nnn(Cc3ccccc3F)c2n1,0.1,-10,-16,-0.1
O=C(CSc1ccsc1[N+](=O)[O-])N1CCc2ccccc2C1,-0.1,0,-10,1.2
CCc1ccc(S(=O)(=O)Nc2cccc(-c3ccc4nncn4n3)c2)s1,-0.2,-2,1,-1.2
CC(C)(C)CN1CCOc2ccc(CN3CCC(Oc4cccnc4)CC3)cc2C1,-0.1,-3,-12,-0.6
Cc1nn(C(=O)c2ccccc2Br)c(C)c1Sc1ccc([N+](=O)[O-])cc1,0.0,18,9,-0.7
c1ccc(C(c2ccccc2)c2nc(-c3ccncc3)no2)cc1,-0.1,6,-7,-0.6
CCCc1nc2sc3c(N4CCCCC4)ncnc3c2c2c1CCCC2,0.0,7,-13,0.6

# Going on with the list.
SMILES,FBW7 activator,MITF primary,TEAD-YAP inh,GPR151 activ
C=CCNCCCOc1ccc(Br)cc1C,-0.2,-8,-6,1.3
COc1ccc(CCNC(=O)C(=O)NCc2ccc(C)cc2)cc1OC,-0.1,4,11,1.2
Cc1ccc(N(CC(=O)Nc2cc(C)ccc2C)S(=O)(=O)c2c(C)noc2C)cc1,0.1,6,2,0.2
O=C(NNS(=O)(=O)c1ccc2c(c1)Cc1cc(S(=O)(=O)NNC(=O)c3ccco3)ccc1-2)c1ccco1,0.0,1,8,-0.2
O=C(CCCCCn1c(=O)[nH]c2ccsc2c1=O)N1CCN(c2ccccc2)CC1,0.0,-12,-6,0.8
C[C@@H](O/N=C1/[C@H]2CCn3c(=O)n(-c4ccccc4)c(=O)n3[C@H]2[C@H](O)[C@@H]2O[C@H]12)c1cn([C@@H]2COC[C@H]2O)nn1,-0.1,-3,.,0.2
O=C(Nc1ccc(Br)cc1)c1cccc2c1C(=O)c1ccccc1-2,0.0,6,-4,-0.3
c1ccc(-c2nnc(N3CCCC3)c3ccccc23)cc1,0.1,4,0,-0.4
N#Cc1cc2cc3c(cc2nc1SCC(=O)NCc1ccc2c(c1)OCO2)OCCO3,0.1,18,50*,0.4
CCc1c(C(=O)Nc2ccc(C(C)=O)cc2)[nH]c(C)c1C(C)=O,0.2,-13,-15,0.2
COc1cc(C(=O)NNC(=O)c2ccc(NC(=O)c3ccccc3)cc2)cc(OC)c1OC,0.0,3,-1,0.7
COCCNC(=O)c1cc(-c2ccc(OC)cc2)on1,-0.1,4,-37,-2.6
O=C(Cc1n[nH]c(=O)[nH]c1=O)N/N=C/c1ccc(Cl)c([N+](=O)[O-])c1,0.5,7,-4,1.2
Cc1ccc2cc(CN(Cc3ccc(F)cc3)C(=O)C3CC3)c3nnnn3c2c1,0.6,2,3,-0.5
CCc1ccc(-c2cn3cc(C)ccc3n2)cc1,0.0,-104,-1,-2.1
Cc1[nH]c(=O)[nH]c1C(=O)CCCCC(=O)OCC(=O)Nc1ccccc1C#N,-1.1,113*,15,-0.3
O=C(NN(c1ccccc1)C1CCS(=O)(=O)C1)C12CC3CC(CC(C3)C1)C2 (centres undefined),0.1,4,1,-1.0
COC(=O)c1ccc(N2C(=O)CC(N(C)CCc3ccc(OC)c(OC)c3)C2=O)cc1 (centres undefined),0.1,10,-17,0.5
COc1ccc(CCNC(=O)CN(c2cccc(Cl)c2)S(C)(=O)=O)cc1,-0.1,-4,-2,-1.1
Cc1ccc(C2=CC(c3ccccc3F)n3nnnc3N2)cc1 (centres undefined),-0.1,3,-32,0.1
CC(=O)Nc1ccc(NC(=O)COC(=O)c2sc3ccccc3c2Cl)cc1,0.6,16,20,-0.3
COCCn1c(=S)[nH]c2cc(C(=O)N(CCO)Cc3ccccc3)ccc2c1=O,0.1,1,9,-2.2
COc1nc(Nc2cc(OC)c(OC)c(OC)c2)nc(-c2ccc(C(N)=O)cc2)n1,-0.1,16,16,-0.2
CCCc1[nH]nc2c1C(c1ccccc1I)C(C#N)=C(N)O2 (centres undefined),-0.3,4,-9,-0.7
Cc1ccccc1NC(=S)N(Cc1ccccn1)Cc1ccccc1Cl,-0.2,7,-1,0.1
O=C(O)Cc1nnnn1-c1ccccc1,-0.2,-7,4,-0.7
CCCOC(=O)c1cccc(N2C(=O)C3C4CCC(C4)C3C2=O)c1 (centres undefined),0.2,21,8,0.8
O=C(NCc1ccc(F)cc1)c1ccccc1I,0.0,-22,6,-0.4
COc1cccc(/C=N/n2c(SC)nnc2-c2ccccc2)c1O,0.0,8,-6,-1.0
COc1ccc(NC(=O)/C(=C\c2cccs2)NC(=O)c2ccsc2)cc1,0.4,9,5,0.2
CCOC(=O)c1ccc(NC(=O)c2c(NCc3cc(OC)ccc3OC)sc3c2CCC3)cc1,0.1,-13,3,1.7
O=C1CCC(=O)N1CC(=O)N1c2ccccc2Sc2ccccc21,-0.1,5,4,1.0
O=C(C[n+]1ccc2ccccc2c1)c1cccc([N+](=O)[O-])c1,-0.1,-2,0,-0.8
COc1cc(/C=c2\s/c(=C\C(=O)C(C)(C)C)[nH]c2=O)cc([N+](=O)[O-])c1O,-0.1,6,0,0.4
COC(=O)c1c(NC(=O)c2ccc(C)c([N+](=O)[O-])c2)sc2c1CCC2,-0.2,2,-3,-0.8
CC1=C(C(=O)Nc2ccccc2)C(c2ccncc2)C(C#N)=C(SCC(=O)Nc2cccc(C(F)(F)F)c2)N1 (centres undefined),0.1,5,9,1.9
Cc1ccc(C2=N/C(=C\c3c(C)nn(-c4ccccc4)c3Cl)C(=O)O2)cc1[N+](=O)[O-],0.0,-3,-4,-0.7
COc1ccc(S(=O)(=O)Nc2c(C)cc(C)cc2C)c2cccnc12,0.3,-7,-11,-1.2
Cc1cc(I)ccc1NCC(=O)N/N=C/c1ccc(F)cc1,0.2,17,14,-0.7
O=C(Cc1ccccc1)NC(c1ccco1)c1c(O)ccc2ccccc12 (centres undefined),-0.2,13,1,-0.4
NC(=O)CSc1nc(N)c(NC(=O)c2cccs2)c(=O)[nH]1,0.0,11,8,-0.4
COc1cccc(-c2nnc(SCC(=O)Nc3ccccc3)n2-n2cccc2)c1,0.0,1,47*,-0.8
CCOC(=O)c1sc(NC(=O)C2CCCCC2)c(C#N)c1C,0.2,-13,-6,1.9
Oc1ccc(Br)cc1C1CC(c2cccc(Br)c2)=NC(c2ccc(Br)cc2)N1 (centres undefined),0.1,1,-9,0.3
Cc1ccc(-c2csc(NC(=O)c3ccccc3Br)n2)cc1,-0.1,-2,-8,-0.1

# One compound at a time, as listed above.
# Cc1occc1C(=O)Nc1cccc(Cl)c1C is entered as FBW7 activator: -0.1; MITF primary: -1; TEAD-YAP inh: -26; GPR151 activ: -0.8
# C=CCc1cccc2cc(C(=O)NCc3ccco3)c(=O)oc12 is entered as FBW7 activator: 0.0; MITF primary: 6; TEAD-YAP inh: -20; GPR151 activ: -1.1

# Compounds shown so far containing fluorine, in the order listed:
SMILES,FBW7 activator,MITF primary,TEAD-YAP inh,GPR151 activ
COc1ccc(-c2cc(C(F)(F)F)n3ncc(C(=O)N4CCCCCC4)c3n2)cc1,0.1,-8,-14,-0.4
COc1ccc2c(c1)-c1c(ssc1=S)C(C)(C)N2C(=O)c1ccccc1F,-1.2,0,-13,0.9
Fc1ccccc1NC(=S)NCC1COc2ccccc2O1 (centres undefined),0.0,3,-8,0.1
O=C(N1CCOCC1)N1CCC(n2nnc3cc(F)ccc32)CC1,-0.1,5,3,0.8
Cn1c(=O)c2c(nc(OCC3COC(C)(C)O3)n2Cc2ccccc2F)n(C)c1=O (centres undefined),-0.1,9,-5,1.3
CC1(C)N=C(c2ccc(F)cc2)C(=O)N1CC(=O)Nc1ccc(F)c(Cl)c1,0.1,-4,2,-0.7
Cc1ccccc1N/C(SCc1ccccc1F)=C(/C#N)C(=O)NCc1cccs1,-0.1,0,-7,2.3
CS(=O)(=O)N(CC(=O)Nc1ccc(F)cc1)c1ccc(Cl)cc1,1.1,3,-13,-2.6
CCc1nc(NCc2ccccn2)c2nnn(Cc3ccccc3F)c2n1,0.1,-10,-16,-0.1
Cc1ccc2cc(CN(Cc3ccc(F)cc3)C(=O)C3CC3)c3nnnn3c2c1,0.6,2,3,-0.5
Cc1ccc(C2=CC(c3ccccc3F)n3nnnc3N2)cc1 (centres undefined),-0.1,3,-32,0.1
O=C(NCc1ccc(F)cc1)c1ccccc1I,0.0,-22,6,-0.4
CC1=C(C(=O)Nc2ccccc2)C(c2ccncc2)C(C#N)=C(SCC(=O)Nc2cccc(C(F)(F)F)c2)N1 (centres undefined),0.1,5,9,1.9
Cc1cc(I)ccc1NCC(=O)N/N=C/c1ccc(F)cc1,0.2,17,14,-0.7

# Compounds as they come; about 3.5% have a hit in one of these screens.
